CYP2C9 activ: CYP2C9 (human) activation; P11712; recombinant CYP2C9, luciferin-H conversion, luminescence; active compounds read high; factor 1 = untreated enzyme, 0 = blocked; activation factor at 5 µM; hit rate 1.4% among 96,000; AID 1024;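 active = activation factor of 2 or more for CYP2C9 at a 5 µM dose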;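 note: 0 = sulfaphenazole-blocked wells and 1 = vehicle-only wells; values of inactives mirror those of a sister screen read the other way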
Target sequence (P11712 whole entry, looked up): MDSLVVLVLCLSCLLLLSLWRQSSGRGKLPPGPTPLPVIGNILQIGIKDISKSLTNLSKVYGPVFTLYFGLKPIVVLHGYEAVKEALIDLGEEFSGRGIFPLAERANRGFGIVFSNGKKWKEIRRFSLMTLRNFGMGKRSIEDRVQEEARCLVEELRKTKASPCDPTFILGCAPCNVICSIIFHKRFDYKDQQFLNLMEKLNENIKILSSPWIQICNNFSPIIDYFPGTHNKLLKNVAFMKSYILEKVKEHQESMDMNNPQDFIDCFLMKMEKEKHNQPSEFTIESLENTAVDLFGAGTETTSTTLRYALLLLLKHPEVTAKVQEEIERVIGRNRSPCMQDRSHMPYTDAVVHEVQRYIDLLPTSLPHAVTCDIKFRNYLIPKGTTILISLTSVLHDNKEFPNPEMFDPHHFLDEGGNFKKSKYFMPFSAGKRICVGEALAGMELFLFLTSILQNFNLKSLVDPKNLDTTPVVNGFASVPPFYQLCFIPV
HUVEC tox IL1B: toxic to HUVEC cells under IL-1B stimulation | HUVEC cell count loss, Hoechst imaging, IL-1B stimulated | cell count reduction, % at 2 µM | hit rate 0.41% among 94,000 | AID 845;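 active = cell count reduction more than 3 SD above the screen-wide mean, cut at about 70% in these data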;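 note: normalized per plate to untreated control cells as the no-loss baseline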
DAT uptake mod: human DAT dopamine uptake with cocaine, either direction. B-score at 10 µM. hit rate 1.3% among 110,000. Q01959. AID 449768. LLC-PK1 hDAT cells, [14C]-dopamine uptake with cocaine IC80; actives deviate in either direction;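 active = Z score or B-score, a plate-position-corrected score, falls beyond the plate's 99.7% confidence bounds, in either direction; inactive = both scores lie inside the 99.7% bounds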;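 note: scored against the spread of the other compound wells on the same plate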
HUVEC tox TNFa: toxic to HUVEC cells under TNF alpha stimulation. HUVEC TNFalpha-stimulated, Hoechst cell count, imaging. cell count reduction, % at 2 µM. hit rate 0.17% among 93,000;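 active = cell count reduction exceeding the screen mean by over 5 SD, scaled to untreated wells per plate, cut at about 78% in these data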;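 note: cells counted after 24 h of TNF alpha exposure following the 1 h pretreatment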
Calb biofilm kill: kills Candida albicans biofilms; C. albicans biofilm + clotrimazole, Alamar Blue; inhibition, % at 6 µM; hit rate 0.14% among 85,000; AID 834;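 active = inhibition above 20%; inactive = inhibition below 20%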;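 note: preformed 24 hr biofilms exposed to compound for 48 hr; 0% = biofilm without compound and 100% = blank killed by clotrimazole plus chlorhexidine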
CYP2C9 inh: inhibitors of human CYP2C9; CYP2C9 Supersomes, luciferin-H conversion, luminescence; AID 777; inhibition, % at 5 µM; hit rate 20% among 96,000; P11712;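 active = blocking of liver enzyme CYP2C9 beyond about 50% at 5 µM, limit read from the data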; note: values of inactives mirror those of a sister screen read the other way
VCAM1 TNFa inh: reduces TNF alpha induced VCAM1 expression in HUVEC; inhibition, % at 2 µM; HUVEC TNFa-induced VCAM-1 immunofluorescence, high-content imaging; AID 802; hit rate 0.48% among 95,000;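 active = inhibition above the batch mean plus 3 SD, with images confirmed as a hit by eye, cut at about 37% in these data; inconclusive = inhibition above that limit but hit not confirmed in images; inactive = inhibition not above that limit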;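 note: 0% = TNF-stimulated DMSO wells and 100% = unstimulated control wells; not every result past the cut was called active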
CYP2C19 act: cytochrome P450 2C19 (human) activation. activation factor at 5 µM. P33261. AID 1025. 96,000 tested, under 10 active. recombinant CYP2C19, luciferin-H EGE luminescence; active compounds read high; 0 = fully inhibited enzyme, 1 = untreated enzyme;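 active = activation factor of at least 2 at 5 µM in the primary screen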;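 note: 0 = wells with 2.5 mM tranylcypromine and 1 = vehicle-only wells; values of inactives mirror those of a sister screen read the other way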
Target sequence (P33261 whole entry, looked up): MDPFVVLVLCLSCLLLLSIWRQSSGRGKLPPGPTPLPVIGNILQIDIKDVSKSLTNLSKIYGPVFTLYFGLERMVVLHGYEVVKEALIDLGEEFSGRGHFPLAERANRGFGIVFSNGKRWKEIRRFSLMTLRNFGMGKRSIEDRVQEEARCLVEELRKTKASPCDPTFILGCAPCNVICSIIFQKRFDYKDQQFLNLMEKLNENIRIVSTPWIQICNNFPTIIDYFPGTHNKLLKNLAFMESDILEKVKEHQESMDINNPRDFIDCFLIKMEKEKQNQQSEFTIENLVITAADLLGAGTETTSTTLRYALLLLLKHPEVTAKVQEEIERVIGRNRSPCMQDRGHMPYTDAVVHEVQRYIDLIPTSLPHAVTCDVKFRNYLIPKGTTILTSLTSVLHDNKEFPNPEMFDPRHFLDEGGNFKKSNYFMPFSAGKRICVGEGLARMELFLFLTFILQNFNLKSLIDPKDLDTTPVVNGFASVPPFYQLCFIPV
CYP2C19 inh: human CYP2C19 inhibition; hit rate 21% among 96,000; CYP2C19 Supersomes, luciferin-H EGE luminescence, 30 min; AID 778; inhibition, % at 5 µM;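 active = CYP2C19 inhibition above a set limit at 5 µM in the primary screen, cut at about 50% in these data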;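 note: plate controls were negative control wells for no effect and 2.5 mM tranylcypromine positive control for full effect; values of inactives mirror those of a sister screen read the other way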
* = called active by the depositor; ? = inconclusive; . = no result given; & = joins results of further samples. Outcome played no part in choosing rows. About 29% of those tested had a hit in this group.

no.	structure	HUVEC tox IL1B	CYP2C19 inh	CYP2C9 inh	CYP2C9 activ	DAT uptake mod	HUVEC tox TNFa	Calb biofilm kill	CYP2C19 act	VCAM1 TNFa inh
1	Cc1oc(-c2ccccc2)nc1C(=O)Nc1nccs1	8	25	17	0.8	-1.2	-9	1	0.7	3
2	O=C(Nc1cc(Cl)ccc1O)C1CCCO1 (stereo unspecified)	-20	22	-2	1	0.42	-2	4	0.8	-4
3	CC(CN1CCOCC1)OC(=O)c1cccc(Br)c1 (stereo unspecified)	15	60*	-1	1	-0.048	-19	7	0.4	12
4	Cc1ccc(C(=O)c2cc3ccccc3o2)cc1	15	42	36	0.6	0.02	4	3	0.6	-1
5	Cn1sc(NC(=O)c2ccccc2Cl)nc1=O	20	0	17	0.8	0.75	2	.	1	24
6	CCOc1cc(NC(=O)c2ccco2)c(OCC)cc1NC(=O)CCC(=O)NCc1cccnc1	6	-9	36	0.6	1.4	100*	.	1.1	?
7	Cn1nc(C(=O)OCCN2C(=O)c3ccccc3C2=O)c2ccccc2c1=O	-10	43	48	0.5	0.55	-29	4	0.6	-7
8	O=C(Nc1ccc2nc(-c3ccc(Br)o3)[nH]c2c1)c1ccco1	-44	25	40	0.6	0.39	4	0	0.8	-26
9	O=C(Cn1cnc([N+](=O)[O-])n1)N/N=C/c1ccccc1O	-6	-1	5	1	0.48	2	.	1	1
10	CN1CCCC(OC(=O)COc2ccc(Br)cc2)C1 (stereo unspecified)	-38	27	-1	1	-0.53	12	2	0.7	-3
11	CC(C)C1Oc2ccccc2N(CC(=O)N(Cc2ccccn2)C2CC2)C1=O (stereo unspecified)	-37	.	.	.	-0.036	-30	5	.	-34
12	CCCC(c1nnnn1C1CCCC1)N1CCN(C(=O)c2ccco2)CC1 (stereo unspecified)	-40	31	36	0.6	-0.35	-26	6	0.7	-9

Next results
no.	structure	HUVEC tox IL1B	CYP2C19 inh	CYP2C9 inh	CYP2C9 activ	DAT uptake mod	HUVEC tox TNFa	Calb biofilm kill	CYP2C19 act	VCAM1 TNFa inh
13	COc1ccc2[nH]c(=O)c(CN(C(=O)c3ccncc3)C(C)(C)C)cc2c1	-1	-1	21	0.8	-0.21	-14	6	1	-8
14	O=C(NCc1ccco1)C1CC(=O)N(CCc2ccccc2)C1 (stereo unspecified)	11	8	-3	1	1.2	-8	0	0.9	-4
15	COc1ccccc1NC(=O)/C(C#N)=C/C=C/c1ccco1	6	-4	-203	3*	-1.6	-6	.	1	-2
16	CCOC(=O)CN(c1ccccn1)S(=O)(=O)c1ccccc1	4	7	1	1	-0.39	0	4	0.9	12
17	COCc1cc(=O)n2[nH]c(C)cc2n1	.	4	12	0.9	-1.1	.	7	1	.
18	Cc1cnc(C(=O)Nc2nnc(C3CC3)s2)cn1	9	-2	6	0.9	0.085	-16	7	1	-8
19	CCOc1ccc(NC2c3ccccc3C(=O)N2Cc2ccco2)cc1 (stereo unspecified)	22	23	74*	0.3	0.92	23	2	0.8	21
20	CCS(=O)(=O)N1CCC(C(=O)NCCCOC)CC1	-18	6	-6	1.1	-0.36	-8	3	0.9	13
21	O=C(c1ccc(Cl)cc1)c1oc2ccccc2c1CS(=O)c1ccc(Cl)cc1 (stereo unspecified)	-126	4	14	0.9	0.6	12	.	1	-3
22	Cc1ccc2c(c1)c1c(n2CC(O)Cn2nc(C)c(Br)c2C)CCCC1 (stereo unspecified)	-12	64*	72*	0.3	-0.95	9	2	0.4	-3
23	CC(=O)Nc1ccc(S(=O)(=O)N2CCC(c3nc4ccc(C)cc4[nH]3)CC2)cc1	.	28	23	0.8	0.55	.	4	0.7	.
24	Cc1ccc2cccc(NC(=S)NC(=O)c3ccccc3)c2n1	10	16	-168	2.7*	1	-5	.	0.8	20

Reformatted: results already given.
Second line of a record – HUVEC tox IL1B, CYP2C19 inh, CYP2C9 inh, CYP2C9 activ, DAT uptake mod, HUVEC tox TNFa, Calb biofilm kill, CYP2C19 act, VCAM1 TNFa inh
10. CN1CCCC(OC(=O)COc2ccc(Br)cc2)C1 (stereo unspecified)
    -38, 27, -1, 1, -0.53, 12, 2, 0.7, -3
11. CC(C)C1Oc2ccccc2N(CC(=O)N(Cc2ccccn2)C2CC2)C1=O (stereo unspecified)
    -37, ., ., ., -0.036, -30, 5, ., -34
12. CCCC(c1nnnn1C1CCCC1)N1CCN(C(=O)c2ccco2)CC1 (stereo unspecified)
    -40, 31, 36, 0.6, -0.35, -26, 6, 0.7, -9
13. COc1ccc2[nH]c(=O)c(CN(C(=O)c3ccncc3)C(C)(C)C)cc2c1
    -1, -1, 21, 0.8, -0.21, -14, 6, 1, -8
14. O=C(NCc1ccco1)C1CC(=O)N(CCc2ccccc2)C1 (stereo unspecified)
    11, 8, -3, 1, 1.2, -8, 0, 0.9, -4
15. COc1ccccc1NC(=O)/C(C#N)=C/C=C/c1ccco1
    6, -4, -203, 3*, -1.6, -6, ., 1, -2
16. CCOC(=O)CN(c1ccccn1)S(=O)(=O)c1ccccc1
    4, 7, 1, 1, -0.39, 0, 4, 0.9, 12
17. COCc1cc(=O)n2[nH]c(C)cc2n1
    ., 4, 12, 0.9, -1.1, ., 7, 1, .
18. Cc1cnc(C(=O)Nc2nnc(C3CC3)s2)cn1
    9, -2, 6, 0.9, 0.085, -16, 7, 1, -8
19. CCOc1ccc(NC2c3ccccc3C(=O)N2Cc2ccco2)cc1 (stereo unspecified)
    22, 23, 74*, 0.3, 0.92, 23, 2, 0.8, 21
20. CCS(=O)(=O)N1CCC(C(=O)NCCCOC)CC1
    -18, 6, -6, 1.1, -0.36, -8, 3, 0.9, 13
21. O=C(c1ccc(Cl)cc1)c1oc2ccccc2c1CS(=O)c1ccc(Cl)cc1 (stereo unspecified)
    -126, 4, 14, 0.9, 0.6, 12, ., 1, -3
22. Cc1ccc2c(c1)c1c(n2CC(O)Cn2nc(C)c(Br)c2C)CCCC1 (stereo unspecified)
    -12, 64*, 72*, 0.3, -0.95, 9, 2, 0.4, -3
23. CC(=O)Nc1ccc(S(=O)(=O)N2CCC(c3nc4ccc(C)cc4[nH]3)CC2)cc1
    ., 28, 23, 0.8, 0.55, ., 4, 0.7, .
24. Cc1ccc2cccc(NC(=S)NC(=O)c3ccccc3)c2n1
    10, 16, -168, 2.7*, 1, -5, ., 0.8, 20

The listing continues:
no.	structure	HUVEC tox IL1B	CYP2C19 inh	CYP2C9 inh	CYP2C9 activ	DAT uptake mod	HUVEC tox TNFa	Calb biofilm kill	CYP2C19 act	VCAM1 TNFa inh
25	Cc1nnc(N2C(=O)c3cccc4cccc(c34)C2=O)s1	7	0	-60	1.6	1.1	-23	0	1	-1
26	Cc1cccc(-c2nc(CS(=O)CC(=O)NC3CCCC3)c(C)o2)c1 (stereo unspecified)	-12	21	22	0.8	0.91	-16	3	0.8	2
27	CCOc1ccc(-c2[nH]ncc2Oc2cccc(OC)c2)c(O)c1	-26	99*	100*	0	-0.18	-27	2	0	9
28	CCOc1ccc2nc(N3CCC(C(=O)N4CCN(C(=O)c5ccco5)CC4)CC3)sc2c1	.	12	36	0.6	0.47&1.2	.	13	0.9	.
29	COc1ccc(N(CC(=O)NC2CCCC2)C(=O)Cn2nnc(-c3ccc(C)cc3)n2)cc1	12	.	.	.	2.5*	-29	6	.	7
30	O=C(c1ccccc1)N1CCSC1=S	-19	4	-5	1.1	-0.055	-7	2	1	-2
31	CCOC(=O)c1c(NC(=O)Nc2ccc(Cl)cc2)sc(C)c1C	-3	10	8	0.9	0.53	-42	6	0.9	18
32	COc1ccc2o/c(=N\O)c(C(=O)Nc3ccccc3OC)cc2c1	76*	-5	-22	1.2	0.021	-10	2	1.1	-11
33	COc1cc2c(cc1OC)C(c1ccsc1)CC(=O)N2 (stereo unspecified)	-20	18	41	0.6	2	10	7	0.8	11
34	Cn1c(=O)c2c(nc(CN3CCN(c4ccccc4)CC3)n2CCCc2ccccc2)n(C)c1=O	-43	.	.	.	.	-12	5	.	15
35	O=C(C1COc2ccccc2O1)N1CCN(c2ccc(F)cc2)CC1 (stereo unspecified)	27	86*	75*	0.3	1.8	-18	7	0.1	14
36	Cc1c(Cl)cccc1NC(=O)CSc1nnc(C)n1-c1ccccc1	-24	31	-22	1.2	0.58	-31	9	0.7	-3

The listing continues.
no.	structure	HUVEC tox IL1B	CYP2C19 inh	CYP2C9 inh	CYP2C9 activ	DAT uptake mod	HUVEC tox TNFa	Calb biofilm kill	CYP2C19 act	VCAM1 TNFa inh
37	O=C(O/N=C\c1ccc(N2CCOCC2)c([N+](=O)[O-])c1)c1ccc(F)cc1	-35	3	2	1	.	-13	.	1	-15
38	COc1ccc(N2C(=O)C3CCCN3C2c2ccccc2Cl)cc1 (stereo unspecified)	-10	34	38	0.6	-0.64	-35	5	0.7	2
39	O=S(=O)(c1ccc2c(c1)OCO2)N1CCN(c2nnnn2-c2ccccc2)CC1	.	29	29	0.7	-0.042	.	4	0.7	.
40	CCOc1ccc(C2c3c(oc4ccccc4c3=O)C(=O)N2CCCN2CCOCC2)cc1 (stereo unspecified)	5	13	3	1	1.7	36	6	0.9	52
41	CCCC(=O)N1CC(=O)Nc2ccc(F)cc2C1c1ccccc1 (stereo unspecified)	-5	6	4	1	-1.2	-19	15	0.9	2
42	O=C(O)c1ccc(-c2ccc(O)c(F)c2)cc1	-14	-16	-5	1	0.27	46	2	1.2	14
43	CCOC(=O)C1C(=O)NCC1c1ccccc1 (stereo unspecified)	-1	0	0	1	-0.13	-35	-2	1	2
44	Cc1nn(C)cc1/C=N/NC(=O)C(C)(C)Oc1ccc(Cl)cc1	-3	18	28	0.7	0.38	-3	.	0.8	-32
45	O=C(CSc1nnc2ccccn12)NC(=O)NC1CCCC1	19	0	4	1	-0.055	-9	.	1	-9
46	Cc1cc2c(c(=O)n1CCN(C)C)C(c1ccncc1)C(C#N)=C(N)O2 (stereo unspecified)	0	-12	-14	1.1	0.9	-13	5	1.1	-8
47	COC(=O)Cn1cc(C#N)c2ccccc21	-53	.	.	.	0.23	.	2	.	17

Structures above that bear a hit mark in DAT uptake mod.
| nr | Molecule | CYP2C19 inh | CYP2C9 inh | CYP2C9 activ | DAT uptake mod | CYP2C19 act | VCAM1 TNFa inh |
| --- | --- | --- | --- | --- | --- | --- | --- |
| 29 | COc1ccc(N(CC(=O)NC2CCCC2)C(=O)Cn2nnc(-c3ccc(C)cc3)n2)cc1 | . | . | . | 2.5* | . | 7 |
